UBC13 inh: UBC13 polyubiquitin chain formation inhibitors, primary screen, biochemical, TR-FRET, uHTS. Ubiquitin-conjugating enzyme E2 N (Homo sapiens), P61088. inhibition, % at 20 µM. actives 0.47% (n = 330,000); in the data active = inhibition above about 45%, passing the limit was not always enough
Target sequence (P61088 whole entry, looked up): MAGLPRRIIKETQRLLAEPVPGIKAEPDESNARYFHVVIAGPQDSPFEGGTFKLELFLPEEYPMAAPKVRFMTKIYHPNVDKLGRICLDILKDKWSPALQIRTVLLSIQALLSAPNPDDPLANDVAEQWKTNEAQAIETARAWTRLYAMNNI
CCR6 antag: CCR6 receptor antagonists, primary screen, cell-based, CHO-K1, luminescence, beta-arrestin, uHTS | actives 0.49% (n = 340,000) | CHO-K1 CCR6 PathHunter beta-arrestin, CCL20-stimulated | C-C chemokine receptor type 6 (Homo sapiens), P51684 | AID 493098, 2011 | inhibition, % at 20 µM;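 active = compounds whose inhibition of the agonist-driven luminescence signal at 20 µM reaches about 50%, limit read from the data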;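 note: cells stimulated with CCL20 at 14 nM final; plate controls were DMSO with CCL20 for no effect and DMSO without agonist for full effect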
Target sequence (P51684 whole entry, looked up): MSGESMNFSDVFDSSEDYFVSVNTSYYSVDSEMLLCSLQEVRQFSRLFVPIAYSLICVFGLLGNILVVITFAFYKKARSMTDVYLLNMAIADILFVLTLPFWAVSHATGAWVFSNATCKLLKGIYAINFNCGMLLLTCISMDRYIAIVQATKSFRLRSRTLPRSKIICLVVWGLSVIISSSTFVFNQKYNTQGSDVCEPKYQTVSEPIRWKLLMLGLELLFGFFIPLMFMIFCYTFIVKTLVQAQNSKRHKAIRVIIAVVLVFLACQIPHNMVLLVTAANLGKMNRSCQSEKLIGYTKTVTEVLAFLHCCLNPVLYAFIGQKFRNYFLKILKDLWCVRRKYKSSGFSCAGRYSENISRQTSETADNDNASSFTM
Jurkat NFkB inh: inhibitors of induced NF-kB luciferase reporter, primary screen, TCR NF-kB activation inhibitor project, cell-based, luminescence, uHTS; Jurkat, PMA/ionomycin-induced NF-kB luciferase reporter; inhibition, % at 4 µM; actives 0.53% (n = 330,000); AID 435003, 2010
Gli-Sufu block: Gli-Sufu pathway antagonists, primary screen, luciferase luminescence, Sufu-KO-LIGHT cells, uHTS; actives 0.74% (n = 340,000); inhibition, % at 5 µM; Sufu-KO-LIGHT fibroblasts, Gli luciferase reporter luminescence; AID 588413, 2011;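 active = inhibition above about 55%, limit read from the data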;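 note: 0% = DMSO-treated cells and 100% = wells with medium but no cells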
Apaf-1 inh: inhibitors of human Apaf-1 apoptosome, primary screen, biochemical, DEVD-Rh110 fluorescence, uHTS; Apoptotic protease-activating factor 1 (Homo sapiens), O14727; reconstituted apoptosome caspase-3 activity; inhibition, % at 20 µM; actives 0.71% (n = 330,000); active = inhibition of at least 40% at 20 µM;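 note: plate controls were DMSO wells for no effect and DEVD-CHO caspase inhibitor wells for full effect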
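System: reconstituted apoptosome with Apaf-1, cytochrome c, caspase-9, procaspase-3, dATP; Signal: Rh110 fluorescence intensity; Schedule: 30 min compound preincubation, 50 min activation, room temperature; Reagent: cytochrome c trigger plus (Z-DEVD)2-Rh110 caspase-3 substrate.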
EBI2 antag: EBI2 receptor antagonists, beta-arrestin recruitment, primary screen, cell-based, luminescence, 7a,25-OHC stimulation, uHTS; G-protein coupled receptor 183 (Homo sapiens), P32249; 7a,25-OHC stimulated; inhibition, % at 5 µM; actives 0.81% (n = 360,000); AID 651636, 2012; in the data active = inhibition above about 38%;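 note: enzyme fragment complementation signal reports receptor beta-arrestin coupling in cells; 0% = agonist plus DMSO wells and 100% = wells without agonist; some results beyond the cut were filed as inactive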
SENP8 block: SENP8 protease inhibitors, primary screen, biochemical, luminescence; AID 2540, 2010; purified SENP8, Z-RLRGG-aminoluciferin cleavage; actives 1.2% (n = 330,000); inhibition, % at 10 µM
Target sequence (Q96LD8 whole entry, looked up): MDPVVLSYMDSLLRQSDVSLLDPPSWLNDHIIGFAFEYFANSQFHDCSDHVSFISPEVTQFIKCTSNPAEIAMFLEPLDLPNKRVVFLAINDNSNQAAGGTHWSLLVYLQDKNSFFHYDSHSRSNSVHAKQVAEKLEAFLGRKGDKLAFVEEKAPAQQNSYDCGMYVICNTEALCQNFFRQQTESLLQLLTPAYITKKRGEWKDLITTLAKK
697 NFkB inh: inhibitors of PMA/ionomycin-induced NF-kB reporter, 697 cells, primary screen, B-cell NF-kB inhibitor project, cell-based, luminescence, uHTS | 697 B-cell NF-kB luciferase reporter, 16 h | inhibition, % at 4 µM | actives 0.33% (n = 330,000); in the data active = inhibition above about 35%
* hit, by the source's call; . = no result given; & = joins results of further samples. Cut-off read from the data, not from the text of the source, unless noted: active = inhibition above about 50%; inactive = the rest. The list is partial; the hit share may differ from the screen's.

SMILES	UBC13 inh	CCR6 antag	Jurkat NFkB inh	Gli-Sufu block	Apaf-1 inh	EBI2 antag	SENP8 block	697 NFkB inh
Clc1c(CSc2nc3ccccc3o2)nc2sccn12	4	1	-111	-76	-18	-20	26	-164
CC1CCCN(C(=O)COC(=O)c2n[nH]c3ccccc23)C1 (stereo not drawn)	6	3	-37	-19	-7	-2	-4	-23
COc1ccc(N2CCN(C(=O)C3CCCO3)CC2)cc1 (stereo not drawn)	-4	11	-1	-5	-9	-4	1	16
CCOc1ccccc1NC(=O)NNC(=O)c1ccc2ccccc2c1	13	1	4	11	21	-21	0	-10
Cc1ccc(C(=O)N2N=C(c3ccccc3O)CC2c2ccccc2)cc1 (stereo not drawn)	13	15	-2	12	20	6	-3	4
CN(CC(=O)Nc1ccccc1Br)C(=O)c1cccnc1Nc1cccc(C(F)(F)F)c1	15	-10	8	10	23	9	-10	3
O=c1c2ccccc2cnn1Cc1n[nH]c(=S)n1-c1cc(Cl)cc(Cl)c1	-10	5	7	-4	10	-6	-17	0
Cc1ccc(NC(=O)N2CCCn3c(SCC(=O)c4ccccc4)nnc32)cc1	1	3	6	3	10	7	11	17
Cc1nc(SCC(=O)O)c(C#N)c(-c2ccco2)c1C(=O)N(C)C	14	6	-5	1	-21	4	2	3
CC(C)(C)NC(=O)C1CCN(C(=O)c2ccc(-c3ccccc3)cc2)CC1	4	11	3	2	9	48*	3	-7
Cc1[nH]c(=O)c(C#N)c(C)c1CCC(=O)NCc1ccc(Cl)cc1	2	10	-13	-3	0	6	-6	-24
COCCn1c(-c2ccc3ccccc3c2)nc2c1c(=O)[nH]c(=O)n2CC(C)C	11	6	7	-4	10	6	-7	9
Clc1ccccc1CN1CCN(c2ncccn2)CC1	-6	13	-11	-11	10	7	6	-65
Oc1ccc(N=Nc2ccccc2)o1	2	10	30	3	1	12	4	-2
CCOC(=O)c1c(C)[nH]c(C(=O)OCC(=O)N(CC(C)C)C2CCS(=O)(=O)C2)c1C (stereo not drawn)	-6	0	1	-7	3	-9	-5	8
Cc1ccccc1OCCC(=O)OCC(=O)Nc1ccc(N2CCOCC2)cc1	12	-8	10	6	-9	5	-6	15
COc1ccc(-c2cc(-c3c(O)c(OC)c4occc4c3OC)[nH]n2)cc1	2	-8	-14	2	21	4	-25	-36
Cc1c(-c2ccccc2)[n+](=O)c2c(n1[O-])CCCCC2	2	-8	19	3	-3	-9	1	-38
CCC(C)[C@H](NC(=O)C1CC(=O)N(c2ccc3c(c2)OCCO3)C1)C(=O)NC1CCCC1 (stereo partly drawn)	4	-1	-6	3	-3	6	1	-6
Cc1ccc(S(=O)(=O)N2CCN(C(=O)COC(=O)c3cccnc3Cl)CC2)c(C)c1	1	5	-15	-11	4	3	-5	9
CC(=O)NCCOc1nc(N(C)C)nc(N(C)C)n1	-4	-5	5	3	-2	-9	2	23
COC(=O)C1=C(C)N(C)C(=O)NC1c1ccc(O)c(OC)c1 (stereo not drawn)	-27	4	-5	2	0	-1	-10	-18
CCOC(=O)NC(=O)c1cn(Nc2ccccc2)c(=O)[nH]c1=O	0	-2	-10	-2	-3	6	-4	6
CN1CCN(CC(=O)NC(=O)NC2CCCCC2)CC1	3	9	3	0	-17	0	7	17
Cc1cc(C)c(NS(=O)(=O)c2ccc(NC(=O)/C=C/C(=O)O)cc2)c(C)c1	3	.	-6	.	-1	.	-1	-7
O=C(c1ccc(S(=O)(=O)Nc2ccccc2Cl)cc1)N1CCCC1	1	0	-7	-5	6	-4	4	16
CC1CCN(C(=O)CSC2=NS(=O)(=O)c3cc(F)ccc3N2)CC1	-7	13	8	-2	0	-5	0	-2
Cc1ccc(S(=O)(=O)CCc2nc3ccccc3[nH]2)cc1C	5	2	13	-4	-3	2	-1	10
Cc1nc2ccccc2nc1Nc1cccc(Cl)c1	10	6	-31	-4	14	-2	-1	14
O=C1NC(c2ccccc2)(C(F)(F)F)SC2=CCCCCN12 (stereo not drawn)	1	5	10	-1	0	1	-4	-4
CCOC(=O)C1CCCN(c2ncnc3c2cnn3-c2cccc(C)c2)C1 (stereo not drawn)	8	8	-1	-12	-4	2	1	-72
O=C(Nc1ccc(S(=O)(=O)N2CCOCC2)cc1)c1cccc(Br)c1	5	9	3	-8	2	-10	2	-11
CC[n+]1c(-c2ccccc2)csc1Nc1c(C)n(C)n(-c2ccccc2)c1=O	7	23	-8	18	7	2	-2	7
COC(=O)c1cc(Cl)c(NS(=O)(=O)c2ccccc2)cc1OC	-11	-19	7	-4	6	2	0	5
Cn1c(CNC(=O)C(Cc2ccccc2)NC(=O)c2ccccc2F)cc(=O)n(C)c1=O (stereo not drawn)	-2	-4	14	-9	6	-3	6	-15
Cc1onc(NC(=O)c2ccc([N+](=O)[O-])o2)c1Br	1	-8	7	-9	-6	-3	1	10
CC(=O)Nc1cccc(/C(C)=N/Nc2nc3ccccc3s2)c1	0	-9	-117	-111	11	14	-12	-115
COCCCn1c(SCC(=O)Nc2ccc(C(=O)OC)cc2)nc2ccccc2c1=O	9	13	-21	4	-7	10	5	2
COc1ccc(NS(=O)(=O)c2ccc(NS(=O)(=O)c3cccs3)cc2)c(OC)c1	-13	-2	-1	-37	4	-1	-9	18
Cc1cc(=O)n2nc(N3CCCC(C(=O)N4CCN(c5ccccc5)CC4)C3)sc2n1 (stereo not drawn)	-2	-20	-9	8	13	-7	-2	24
COc1ccc(C2CC(c3c(-c4ccccc4)c4cc(Cl)ccc4[nH]c3=O)=NN2C(=O)CCC(=O)O)cc1 (stereo not drawn)	-15	24	2	0	28	23	0	15
COc1ccccc1C(=O)NNC(=O)C12CC3CC(CC(C3)C1)C2	4	3	-12	-7	7	0	-4	8
COc1c(Cl)cnn(-c2cccc(C)c2)c1=O	-8	-5	6	-7	-1	0	4	13
Cc1ccc(OCCn2c(NC(=O)c3ccco3)nc3ccccc32)cc1	9	29	-2	-3	26	0	-8	18
O=S(=O)(c1cccc(Cn2nnc(-c3ccccc3)n2)c1)N1CCOCC1	14	6	-25	7	-12	8	-3	6

Three entries from above, in CSV form.
molecule,UBC13 inh,CCR6 antag,Jurkat NFkB inh,Gli-Sufu block,Apaf-1 inh,EBI2 antag,SENP8 block,697 NFkB inh
Cc1cc(=O)n2nc(N3CCCC(C(=O)N4CCN(c5ccccc5)CC4)C3)sc2n1 (stereo not drawn),-2,-20,-9,8,13,-7,-2,24
COc1ccc(C2CC(c3c(-c4ccccc4)c4cc(Cl)ccc4[nH]c3=O)=NN2C(=O)CCC(=O)O)cc1 (stereo not drawn),-15,24,2,0,28,23,0,15
COc1ccccc1C(=O)NNC(=O)C12CC3CC(CC(C3)C1)C2,4,3,-12,-7,7,0,-4,8

Structural class: those above containing a cyano group.
SMILES	UBC13 inh	CCR6 antag	Jurkat NFkB inh	Gli-Sufu block	Apaf-1 inh	EBI2 antag	SENP8 block	697 NFkB inh
Cc1nc(SCC(=O)O)c(C#N)c(-c2ccco2)c1C(=O)N(C)C	14	6	-5	1	-21	4	2	3
Cc1[nH]c(=O)c(C#N)c(C)c1CCC(=O)NCc1ccc(Cl)cc1	2	10	-13	-3	0	6	-6	-24

(more compounds)
SMILES	UBC13 inh	CCR6 antag	Jurkat NFkB inh	Gli-Sufu block	Apaf-1 inh	EBI2 antag	SENP8 block	697 NFkB inh
Cn1cc([N+](=O)[O-])c(C(=O)N/N=C/c2ccc3c(c2)OCO3)n1	4	0	-4	-11	-10	0	5	4
COc1ccc(OC)c(NC(=O)CSc2nnc(Cc3cccn3C)n2-c2ccc(F)cc2)c1	7	10	-15	6	3	15	-1	11
Brc1ccc2[nH]c3nc(SCCN4CCOCC4)nnc3c2c1	-2&-7	13&9	-1&-23	5&8	2&-6	7&18	-5&5	-4&-24
COc1ccc(-c2oc3ncn(CCN4CCOCC4)c(=N)c3c2-c2ccc(OC)cc2)cc1	21	23	-10	15	37	10	1	-29
COc1cc(Cl)c(C)cc1NC(=O)CSc1ccccc1	-18	5	-8	-9	4	-4	-9	-14
COc1ccc(/C(O)=C2\C(=O)C(=O)N(CC3CCCO3)C2c2cc(OC)ccc2OC)cc1 (stereo not drawn)	-8	-6	12	-6	-8	1	-6	18
O=C(NCCN1CCOCC1)c1cccc(S(=O)(=O)Nc2ccc(F)cc2)c1	1	6	-5	-27	-7	6	-5	1
CCN(CC)CCOC(=O)c1ccc(NC(=O)c2ccc(Cl)c(S(=O)(=O)N3CCCCCC3)c2)cc1	17	12	30	-1	-7	-1	4	-66
Oc1ccc(/C=N/Nc2cccc3cccnc23)c(O)c1	4	6	-55	14	-4	20	82*	-197
CCC(C)(C)n1nnnc1CN1CCN(C(c2ccccc2)c2ccccc2)CC1	9	4	6	2	26	19	-1	-6
COc1ccc(C2NC(=O)CCC2[N+](=O)[O-])c(OC)c1OC (stereo not drawn)	6	-7	2	4	-16	-1	0	5
CC(=C/C(=O)O)/C=C/c1ccco1	-13	0	-9	8	-4	-5	2	-79
COc1ccc(CN2CCN(C(=O)c3cccnc3)CC2)cc1Br	1	12	-2	1	-25	-20	0	4
Cc1ccc(S(=O)(=O)C(C#N)c2nc3ccccc3nc2OCCO)cc1 (stereo not drawn)	-10	0	-18	-13	13	-6	6	-27
COC(=O)C(Cc1ccccc1)NC(=O)CNC(=O)c1ccc(Br)o1 (stereo not drawn)	-5	2	-6	5	0	-10	-12	9
COC(=O)c1c(-c2cc(C)ccc2C)csc1NC(=O)C1CC=CCC1C(=O)O (stereo not drawn)	9	1	-10	-7	1	-1	5	13
COC(=O)CCC(=O)NNC(=O)Cc1ccccc1	0	-2	-11	-7	-1	1	2	0
CC(=O)Nc1ccc(S(=O)(=O)NCCc2ccccc2)cc1	14	-2	11	42	-10	-3	-3	6
COc1ccc(CCNc2nc3ccccc3n3cnnc23)cc1OC	8	4	-3	2	-14	-12	-6	5
CCc1ccccc1NC(=O)C1c2ccccc2Oc2ccccc21	-2	6	8	0	-9	1	-2	10
COc1ccc(N2C(=O)CC(NC3CCCCNC3=O)C2=O)cc1 (stereo not drawn)	0	-13	-13	-20	-4	1	4	14
CN1CSC2=C(C#N)C(c3cccc(OCc4ccccc4)c3)CC(=O)N2C1 (stereo not drawn)	-27	2	11	20	14	14	1	-3
N#C/C(=C\c1ccc([N+](=O)[O-])cc1)C(=O)NCCCn1ccnc1	-2	-22	8	10	-16	-4	5	24
CC(C)C(=O)Nc1cccc(-c2csc(-c3ccccc3)n2)c1	-5	-4	-30	-20	13	1	-1	-12
CC1(C)OCC(C2CC(c3ccccc3)NS(=O)(=O)O2)O1 (stereo not drawn)	-12	5	-18	-3	0	0	-13	13
CC1CCCC(C)N1CC(O)COc1c(F)cc(Br)cc1F (stereo not drawn)	2	7	-7	6	-8	-2	3	7
Cc1cccc(N=c2c([N+](=O)[O-])nn(-c3ccc(Cl)cc3)n2O)c1	-9	-12	-35	3	-11	-1	-3	-40
COc1ccc(C)cc1NC(=O)CCCN1C(=O)NC(C)(C)C1=O	0	9	-4	16	-2	4	2	16
CCCCOc1ccc(N(CC(=O)NCc2ccco2)C(=O)CCC(=O)Nc2nccs2)cc1	8	8	13	39	18	-18	6	15
O=C(Cn1cnc2c(NCc3ccccc3)ncnc21)NCc1ccccc1	.	23	.	-17	14	0	.	-43
C=CCn1c(C)cc(C(=O)COc2ccc(C)nc2[N+](=O)[O-])c1C	-2	18	19	24	5	-7	1	-3
Cn1c(SCC(=O)NCC2CCCO2)nnc1-c1c[nH]c2ccccc12 (stereo not drawn)	-3	-6	5	-3	2	-1	-7	8
Nc1c(C(=O)O)cnc2c(-c3ccc(Cl)cc3)cnn12	6	-17	-61	-83	4	-7	98*	-144
